MITF inh – inhibitors of human MITF | O75030 | AlphaScreen MITF homodimerization, bead proximity signal | inhibition, % at 2.6 µM | 650,000 tested, 0.91% active | AID 1259374; in the data active means inhibition above about 50%;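 further: 0% = vehicle wells with protein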
Target sequence (O75030 whole entry, looked up): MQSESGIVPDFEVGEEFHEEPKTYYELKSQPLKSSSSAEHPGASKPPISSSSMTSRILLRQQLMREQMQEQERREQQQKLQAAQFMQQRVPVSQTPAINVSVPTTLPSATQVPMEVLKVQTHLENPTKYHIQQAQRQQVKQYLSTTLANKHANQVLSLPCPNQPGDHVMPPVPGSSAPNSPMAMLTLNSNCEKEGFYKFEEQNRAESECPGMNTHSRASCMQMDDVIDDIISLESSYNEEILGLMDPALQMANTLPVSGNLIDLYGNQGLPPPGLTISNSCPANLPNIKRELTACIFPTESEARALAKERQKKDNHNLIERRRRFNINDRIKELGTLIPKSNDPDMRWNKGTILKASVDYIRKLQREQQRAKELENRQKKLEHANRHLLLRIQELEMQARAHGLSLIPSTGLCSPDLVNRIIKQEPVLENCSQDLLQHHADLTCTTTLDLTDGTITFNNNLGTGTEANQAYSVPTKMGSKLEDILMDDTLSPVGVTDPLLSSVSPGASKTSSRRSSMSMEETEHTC
TEAD-YAP block – TEAD-YAP interaction inhibition | inhibition, % at 9.12 µM | AID 1259422 | 640,000 tested, 1.4% active | HEK-TIYL cells, TEAD-Gal4/YAP UAS-luciferase luminescence; in the data active means inhibition above about 32%;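 further: 0% = median of test compound wells and 100% = reference inhibitor wells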
FBW7 activator – human FBW7 E3 ligase activation, primary screen; AlphaScreen FBW7–phospho-cyclin E peptide binding, activator screen; AID 1259310; Q969H0; 650,000 tested, 0.13% active; normalized activity (activation), % at 26.1 µM; in the data active means normalized activity above about 1.9%;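 further: purified mutant Fbw7 with reduced substrate affinity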
GPR151 activ – human GPR151 activation. Q8TDV0. PathHunter beta-arrestin GPR151 cells, luminescence. activation, % at 11.2 µM. 650,000 tested, 1% active; in the data active means activation above about 4.9%;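 further: 0% = median of compound wells and 100% = cells with positive control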
Target sequence (Q8TDV0 whole entry, looked up): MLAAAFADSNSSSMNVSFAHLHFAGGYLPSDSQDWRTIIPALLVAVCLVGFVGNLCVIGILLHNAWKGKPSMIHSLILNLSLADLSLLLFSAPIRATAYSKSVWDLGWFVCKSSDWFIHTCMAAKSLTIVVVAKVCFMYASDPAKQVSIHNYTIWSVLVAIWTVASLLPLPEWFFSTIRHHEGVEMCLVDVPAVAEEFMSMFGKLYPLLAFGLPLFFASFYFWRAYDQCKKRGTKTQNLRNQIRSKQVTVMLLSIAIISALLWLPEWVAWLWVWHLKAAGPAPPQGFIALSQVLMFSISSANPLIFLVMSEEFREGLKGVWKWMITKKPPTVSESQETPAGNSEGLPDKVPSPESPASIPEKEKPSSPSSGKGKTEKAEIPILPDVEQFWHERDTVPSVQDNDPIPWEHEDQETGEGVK
* marks the source's active call; other numbers are inactive results.

nr | Compound | MITF inh | TEAD-YAP block | GPR151 activ | FBW7 activator
1 | CC(=O)Oc1cccc(C(=O)Nc2cccc(C(=O)O)c2C)c1 | 12 | 3 | -6.3 | 0.0
2 | COc1cc(/C=N/Nc2ccccc2Cl)cc(OC)c1O | 13 | -3 | 0.7 | -0.1
3 | Cc1cc(C)nc(Nn2c(SCc3cccc(F)c3)nc3ccccc3c2=O)n1 | 14 | 2 | 0.0 | 0.5
4 | N=C(c1ccc(Cl)cc1)N1CCCCC1 | 3 | -3 | 2.1 | 0.1
5 | Fc1cccc(Cl)c1CN1CCC(c2nnc(-c3ccco3)s2)CC1 | 8 | 6 | -1.5 | 0.0
6 | COc1ccc(/C(N)=N/OC(=O)Cc2ccc(Cl)cc2)cc1 | 27 | 0 | -0.3 | 0.3
7 | Cn1cnc2nc(SCC(=O)O)[nH]c(=O)c21 | 3 | 5 | 0.6 | -0.1
8 | Nc1nc(SCC(=O)Nc2cc([N+](=O)[O-])ccc2F)n[nH]1 | 51* | 7 | 1.4 | -0.3
9 | Cc1ccc(NC(=O)c2ccc(C)o2)c(Br)c1 | -4 | -43 | -2.7 | 0.0
10 | COc1ccc(NCc2ccc(N)cc2)cc1 | -10 | -9 | -0.4 | 0.0
11 | Cn1c2c(c(=O)n(C)c1=O)C(c1cccc(O)c1)C1=C(N2)c2ccccc2C1=O (centres undefined) | 2 | 16 | -1.6 | 1.3
12 | COCCNC(=O)c1ccc2c(c1)NC(=O)c1ccccc1N2 | 4 | 9 | -0.6 | -0.1
13 | CCC(NS(=O)(=O)c1ccc(Br)cc1)C(=O)O (centres undefined) | -5 | -2 | 0.3 | 0.4
14 | O=C1N[C@@H](Cc2ccc(Cl)cc2)C(=O)N2CCN(C(=O)Oc3cccc4ccccc34)C[C@H]12 | 17 | -3 | 0.9 | 0.2
15 | Cc1ccc(-c2nc(CS(=O)CC(=O)Nc3cccnc3)c(C)o2)cc1 (centres undefined) | -3 | 4 | -0.2 | -0.1
16 | CCc1nn(CC(=O)N(C)C)c(=O)c2cc3sccc3n12 | -5 | 2 | -0.3 | 0.1
17 | COc1cc(C2C(C(=O)OC(C)C)=C(C)N=C3SCCC(=O)N32)ccc1OC(C)=O (centres undefined) | 19 | 12 | -2.0 | -0.1
18 | CCCOc1ccc2nc(NC(=O)OC)sc2c1 | 8 | -53 | -0.9 | 0.1
19 | CC(C)(C)NC(=O)CSc1nnc(-c2ccc(NS(C)(=O)=O)cc2)o1 | -1 | -2 | -0.2 | -0.1
20 | CCc1ccc(OCC(O)Cn2c(N3CCOCC3)nc3c2c(=O)n(C)c(=O)n3C)cc1 (centres undefined) | 6 | 10 | 0.4 | -0.1

Entries of single compounds from above. Screens in order: MITF inh | TEAD-YAP block | GPR151 activ | FBW7 activator
CCc1ccc(OCC(O)Cn2c(N3CCOCC3)nc3c2c(=O)n(C)c(=O)n3C)cc1 (centres undefined) is listed as 6 | 10 | 0.4 | -0.1
O=C1N[C@@H](Cc2ccc(Cl)cc2)C(=O)N2CCN(C(=O)Oc3cccc4ccccc34)C[C@H]12 is listed as 17 | -3 | 0.9 | 0.2
Cn1c2c(c(=O)n(C)c1=O)C(c1cccc(O)c1)C1=C(N2)c2ccccc2C1=O (centres undefined) is listed as 2 | 16 | -1.6 | 1.3
Fc1cccc(Cl)c1CN1CCC(c2nnc(-c3ccco3)s2)CC1 is listed as 8 | 6 | -1.5 | 0.0
Cc1ccc(NC(=O)c2ccc(C)o2)c(Br)c1 is listed as -4 | -43 | -2.7 | 0.0

Later entries:
nr | Compound | MITF inh | TEAD-YAP block | GPR151 activ | FBW7 activator
21 | COc1ccc(C(=O)Nc2ccc(N3CCN(C(C)=O)CC3)c(Cl)c2)cc1[N+](=O)[O-] | -8 | 7 | 0.4 | -0.1
22 | CCOC(=O)C(Cc1c[nH]c2ccccc12)NC(=O)COc1ccc(Br)cc1 (centres undefined) | 2 | 1 | 0.1 | -0.1
23 | COc1cc(SC)ccc1C(=O)NCCOc1ccccc1-c1ccccc1 | 14 | -6 | 0.2 | 0.0
24 | Cc1ccc(C)c(N2CCN(C(=O)c3cccn4c(=O)c5ccccc5nc34)CC2)c1 | -9 | -10 | -0.7 | -0.1
25 | O=C(NCCCN1CCOCC1)c1c[nH]c2ccc(S(=O)(=O)N3CCc4ccccc43)cc2c1=O | 1 | 11 | 1.0 | -0.3
26 | CCOc1ccc(N/C=C2/CCCC(C)C2=O)cc1 (centres undefined) | 13 | -50 | 0.3 | -0.1
27 | Cc1noc(C)c1CN1c2cccc3cccc(c23)S1(=O)=O | 0 | -1 | 1.0 | 0.1
28 | O=C(CSc1ccccc1C(=O)O)Nc1ccccc1Cl | 0 | 1 | -3.3 | 0.0
29 | COc1ccc(-c2ccc(C(=O)NC3CCOC(C)(C)C3)c(N3CCSCC3)n2)cc1 (centres undefined) | 2 | -55 | 1.7 | -0.1
30 | O=C(Nc1ccccc1F)c1cccc([N+](=O)[O-])c1C(=O)O | 8 | -3 | -1.5 | 0.0
31 | CCOc1cc(C2C(C(=O)N3CCCCC3)=C(C)NC3=C2C(=O)CC(C)(C)C3)cc(Br)c1OC (centres undefined) | 10 | 0 | 0.1 | 0.0
32 | CC1(C)CC(=O)C(C=NCCc2ccc(Cl)cc2)=C(O)C1 | 15 | 7 | 4.0 | -0.1
33 | O=C(CSc1nc(O)cc(=O)[nH]1)N1CCOCC1 | 9 | 1 | -0.4 | -0.3
34 | O=C(Cn1ccc([N+](=O)[O-])n1)Nc1nccs1 | -5 | 3 | 0.6 | 0.1
35 | COc1ccc(CCNC(=S)N2CCC(C(N)=O)CC2)cc1 | 6 | 6 | 1.7 | 0.0
36 | O=C(Nc1ccc(-c2nc3ccccc3o2)cc1)C1CCN(C(=O)CC2CC2)CC1 | 1 | -12 | 1.0 | 0.0
37 | Cc1ccccc1-c1nnn(CC(=O)Nc2cccc(Br)c2)n1 | 6 | -7 | 0.5 | 0.1
38 | CCCNc1ncnc2c1cnn2-c1ccc(C)cc1 | 16 | 5 | -2.0 | 0.9
39 | CCc1c(-c2ccccc2)n(CCO)c2nc3c(c(=O)n(C)c(=O)n3C)n12 | 18 | 64* | 2.2 | 0.1
40 | COc1ccc(C(=O)C2CCCN(Cc3ccc(N4CCNC4=O)cc3)C2)cc1OC (centres undefined) | 15 | -4 | 0.3 | 0.0
41 | O=C(NCCO)/C(=C\c1ccc(Cl)cc1)NC(=O)c1ccco1 | 10 | 11 | 0.9 | -0.1
42 | CCOC(=O)C1C(=O)CC(C)(O)C(C(=O)OCC)C1c1ccc(F)cc1 (centres undefined) | -17 | -3 | -0.6 | -0.1
43 | CC(=O)NCC12CC3CC(C1)CC(C(=O)O)(C3)C2 | 7 | -1 | 0.9 | 0.4
44 | N#Cc1ccc(CSc2nnc(-c3cccs3)o2)cc1 | 10 | 3 | 0.4 | 0.2
45 | CCNc1nc(NCC)nc(SCCO)n1 | 12 | 0 | -0.8 | 0.4
46 | O=C(/C=C/c1ccccc1[N+](=O)[O-])Nc1ccc(F)cc1 | 17 | -65 | -1.2 | 0.1
47 | O=C(Cc1cc(=O)[nH]c(=O)[nH]1)NCc1ccccc1Cl | 4 | 7 | -0.3 | 0.1
48 | CCN1CCCC1CNC(=O)C(=O)Nc1ccc2nc3n(c(=O)c2c1)CCCCC3 (centres undefined) | 14 | 0 | -0.3 | -0.1
49 | CCOC(=O)c1ccccc1NC(=O)CSc1nc2sc(C)c(C)c2c(=O)[nH]1 | 18 | -6 | -1.5 | 0.1
50 | C=C(C)CN(CC)c1nc(CN2CCN(C=O)CC2)nc2ccccc12 | -13 | 15 | -0.3 | -0.3
51 | c1ccc(Cc2ccccc2OCCCCNCCN2CCOCC2)cc1 | 13 | 5 | 0.0 | -0.1
52 | CCOc1ccc(N/C(=C(/C(Cl)=C(Cl)Cl)[N+](=O)[O-])n2cncn2)cc1 | 4 | 16 | 1.2 | -0.3
53 | COc1cc(-c2cn(S(=O)(=O)c3cccc([N+](=O)[O-])c3)nc2N)cc(OC)c1OC | 13 | -5 | 1.0 | 0.6
54 | O=C(Nc1nnc(-c2ccco2)o1)c1cc(Cl)sc1Cl | -12 | -2 | 3.3 | 0.0
55 | O=C(CC12CC3CC(CC(C3)C1)C2)Nc1ccc2oc(=O)ccc2c1 | 20 | 6 | 6.0* | 0.0
56 | C#CCNc1ccccc1-c1nc2ccccc2[nH]c1=O | 20 | -9 | 0.0 | 0.0
57 | O=C(CN1C(=O)C2C3C=CC(C4CC34)C2C1=O)N1CCC(c2ccncc2)CC1 (centres undefined) | 10 | 50* | 1.9 | 0.7
58 | O=C(Nc1oc2ccccc2c(=O)c1-c1ccc(F)cc1)c1cccs1 | 7 | 4 | 1.6 | 0.0
59 | O=S(=O)(c1cc(Cl)ccc1Cl)n1nnc2ccccc21 | 21 | -1 | 0.2 | 0.3
60 | CCN=C1SC(CC(=O)NCc2ccccc2)C(=O)N1CC (centres undefined) | 13 | 10 | -1.2 | 0.5
61 | CSc1ccccc1NC(=O)Cn1c(-c2cnccn2)nc2ccccc21 | -4 | -13 | -0.2 | -0.1
62 | N#CCC12CC3CC(CC(C3)C1)C2 | -5 | -6 | 0.2 | 0.3
63 | Cn1c(=O)c2nc(-c3cccc(I)c3)oc2c2ccccc21 | 11 | 2 | 0.4 | -0.1
64 | O=C(O)/C(=C\c1cccc([N+](=O)[O-])c1)NC(=O)c1ccco1 | 22 | 4 | 0.1 | 0.6
65 | CC(=O)Nc1ccc(NC(=S)NC(=O)c2ccccc2Br)cc1 | 12 | -37 | -0.9 | 0.0
66 | COc1ccc(C(=O)NCCOc2ccc(-c3ccc(C)cc3)nn2)c(OC)c1 | 5 | -11 | 0.7 | -0.3
67 | CCCOC(=O)C1=C(C)NC2=C(C(=O)CC(c3ccccc3)C2)C1c1ccc(N(CC)CC)cc1 (centres undefined) | 13 | -1 | 0.3 | 0.2
68 | CC1(C)Cc2c(sc3[nH]c(=S)[nH]c(=O)c23)CO1 | 11 | 6 | -1.1 | 0.5
69 | COc1cc(/C=C/c2ccc3cccc(OC(C)=O)c3n2)c(OC(C)=O)c([N+](=O)[O-])c1 | 8 | -1 | -0.5 | -0.1
70 | Cc1ccc(CN2C(=O)CN(C3CCC(C)CC3)C(=O)C2c2ccc(F)cc2)cc1 (centres undefined) | 7 | 0 | 1.7 | 0.0
71 | CCOC(=O)C1(CC2CC2)CCN(C(=O)c2ocnc2C)CC1 | -4 | -35 | -2.4 | -0.1
72 | CCOC(=O)c1c(NC(=O)C(C)Sc2nnc(CNC(=O)Cc3ccc(OC)cc3)n2C)sc2c1CCC2 (centres undefined) | -8 | -3 | 0.0 | -0.1
73 | O=C(NCc1cn2ccsc2n1)Nc1ccc(Cl)cc1 | 15 | -10 | 0.6 | 0.1
74 | C=CCNc1nc(OCC)nc(N(C)C)n1 | 14 | -1 | -1.3 | 0.4
75 | Cc1cnc(N2CCc3ccccc3C2)nc1NCc1cccnc1 | 5 | -37 | 2.2 | -0.1
76 | CCCn1c(SCc2nc(-c3ccc(C)cc3)no2)nnc1-c1ccncc1 | 2 | 4 | 4.2 | -0.1
77 | CCOP(=O)(OCC)C(Nc1ccccc1)c1ccccc1F (centres undefined) | -2 | -1 | 2.1 | 0.1
78 | COc1cc(C2C(C(=O)OCCOc3ccccc3)=C(C)NC3=C2C(=O)CC(C)(C)C3)cc(Cl)c1O (centres undefined) | 7 | 9 | -0.1 | 0.0
79 | COc1cccc(CN2CCc3nnc(CCc4ccccc4)n3CC2)c1 | 2 | 4 | 0.5 | 0.0
80 | COc1cccc(C(=O)N2CCN(Cc3cc(Br)ccc3OC)CC2)c1 | 58* | -13 | 0.1 | 0.0

Shown with each value named: two of the compounds above.
(75) Cc1cnc(N2CCc3ccccc3C2)nc1NCc1cccnc1
  MITF inh: 5	TEAD-YAP block: -37	GPR151 activ: 2.2	FBW7 activator: -0.1

(76) CCCn1c(SCc2nc(-c3ccc(C)cc3)no2)nnc1-c1ccncc1
  MITF inh: 2	TEAD-YAP block: 4	GPR151 activ: 4.2	FBW7 activator: -0.1

(list continues)
nr | Compound | MITF inh | TEAD-YAP block | GPR151 activ | FBW7 activator
81 | C/C(=N\NC(=O)c1cc([N+](=O)[O-])cc([N+](=O)[O-])c1)c1ccc(-c2ccccc2)cc1 | -1 | -13 | 2.2 | -0.1
82 | COc1ccc(NC(=O)c2cc(I)ccc2Cl)cc1Cl | -11 | -14 | 0.6 | 0.0
83 | COc1ccc2c(c1)C1(SC(NC(C)=O)=NN1C(C)=O)C(=O)N2C(C)=O (centres undefined) | 14 | 7 | 0.1 | 1.5
84 | CCOc1ccccc1NC(=O)CSc1nnc(NC(=O)c2ccc(C)cc2)s1 | 7 | -21 | 2.5 | 0.3
85 | CSc1cccc(NC(=S)N(Cc2ccccc2)Cc2cccnc2)c1 | 5 | -8 | -0.7 | 0.1
86 | CCCOc1ccc(/C=C/c2nc(O)c([N+](=O)[O-])c(=O)[nH]2)cc1 | -4 | 1 | -0.8 | 0.1
87 | O=C(CN1CCCC(c2nc3ccccc3[nH]2)C1)N1CCc2ccccc21 (centres undefined) | 2 | -4 | -0.2 | -0.6
88 | O=C(c1ccccc1)N1CN2CN(C(=O)c3ccccc3)CC([N+](=O)[O-])(C2)C1 | 4 | 0 | 0.5 | 0.0
89 | CCOc1ccc(N(C(C)C(=O)NC2CCCC2)S(C)(=O)=O)cc1 (centres undefined) | 2 | -1 | 0.4 | -0.2
90 | COc1ccc2c(c1)CC(C(=O)Nc1ccc(-c3ccnc(N)n3)cc1OCC(=O)N(C)C)CO2 (centres undefined) | 20 | 22 | 3.6 | -0.1
91 | O=C(/C=C/c1ccc(F)cc1)Nc1cc([N+](=O)[O-])ccc1F | 3 | 53* | -0.2 | 0.2
92 | COc1ccc(C2CC(=O)Nc3ncnn32)cc1 (centres undefined) | 6 | -12 | 0.1 | -0.2

Screening data (PubChem)
